DUSP3 inh: blocks human VHR1 dual specificity phosphatase | P51452 | recombinant VHR phosphatase, pNPP absorbance | inhibition, % at 13.3 µM | 290,000 tested, 0.52% active | AID 1654; in the data active = inhibition above about 50%; note: some compounds called inactive have numbers as strong as hits
Target sequence (P51452 whole entry, looked up): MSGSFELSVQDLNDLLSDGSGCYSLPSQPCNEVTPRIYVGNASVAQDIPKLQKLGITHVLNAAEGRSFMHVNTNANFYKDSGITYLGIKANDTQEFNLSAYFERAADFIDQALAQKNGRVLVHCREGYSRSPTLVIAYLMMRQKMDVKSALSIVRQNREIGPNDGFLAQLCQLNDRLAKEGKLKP
Mtb BioA inh: inhibitors of Mycobacterium tuberculosis BioA enzyme. 360,000 tested, 0.096% active. purified M. tuberculosis BioA enzyme, plate reader. inhibition, % at 9.99 µM; in the data active = inhibition above about 40%; inconclusive = no clear call, values can overlap the other calls
FBA Mtb inh: inhibits M. tuberculosis FBA enzyme | P9WQA3 | purified M. tuberculosis FBA, fluorescence read-out | inhibition, % at 1 µM | 360,000 tested, 2.3% active | AID 588726; in the data active = inhibition above about 27%;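 note: 0% = vehicle and 100% = reference inhibitor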
Rv3671c protease: Rv3671c (M. tuberculosis) protease inhibition; 320,000 tested, 0.048% active; inhibition, % at 5.96 µM; AID 2606; P9WHR9; in the data active = inhibition above about 38%;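 note: extracellular domain of Rv3671c used as enzyme; 0% = enzyme with DMSO and 100% = no enzyme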
Target sequence (P9WHR9 whole entry, looked up, the tested form may be a part): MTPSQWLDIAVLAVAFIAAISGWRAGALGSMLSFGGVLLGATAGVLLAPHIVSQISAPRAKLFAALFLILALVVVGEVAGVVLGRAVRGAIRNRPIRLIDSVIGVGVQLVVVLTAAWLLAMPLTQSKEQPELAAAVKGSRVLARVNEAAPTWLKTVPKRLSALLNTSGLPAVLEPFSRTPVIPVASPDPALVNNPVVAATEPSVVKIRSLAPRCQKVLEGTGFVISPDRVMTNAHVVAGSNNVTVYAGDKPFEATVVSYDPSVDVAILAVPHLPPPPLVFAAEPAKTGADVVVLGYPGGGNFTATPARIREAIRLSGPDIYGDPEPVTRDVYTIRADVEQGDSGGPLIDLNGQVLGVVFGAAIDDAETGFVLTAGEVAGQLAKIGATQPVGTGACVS
GDH-TPI counter: GDH-TPI coupled enzyme inhibition counter-screen | inhibition, % at 4.8 µM | 360,000 tested, 1.2% active | GDH-TPI coupled enzyme counterscreen, NADH absorbance | AID 588335;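 note: 0% = DMSO wells and 100% = wells lacking the enzyme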
BoNT-F LC inh: blocks Botulinum neurotoxin F light chain protease | inhibition, % at 10 µM | AID 588497 | 360,000 tested, 0.22% active | Multiplex microsphere protease cleavage assay, flow cytometry; in the data active = inhibition above about 35%, passing the limit was not always enough; inconclusive = no clear call, values can overlap the other calls; note: plate controls were buffer without enzyme for full effect and enzyme alone for no effect
MazF activator: increases E. coli MazEF RNase cleavage of RNA | 350,000 tested, 0.32% active | activation, % at 20 µM | FAM/BHQ RNA-DNA oligo cleavage fluorescence, 5 h | P0AE70; in the data active = activation above about 50%
Target sequence (P0AE70 whole entry, looked up): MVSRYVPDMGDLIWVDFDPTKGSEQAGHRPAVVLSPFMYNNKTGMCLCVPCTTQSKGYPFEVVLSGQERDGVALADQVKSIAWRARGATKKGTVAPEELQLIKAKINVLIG
CCHF vOTU inh: CCHFV vOTU protease inhibition. Pep-AMC fluorescence. inhibition, % at 11.5 µM. 370,000 tested, 0.55% active. AID 651958; note: 0% = vehicle wells with enzyme and 100% = no enzyme wells
FadD28 binding: inhibitors of Mycobacterium tuberculosis FadD28 bisubstrate binding | FadD28 bisubstrate probe binding, fluorescence polarization | inhibition, % at 12.5 µM | 360,000 tested, 0.22% active; in the data active = inhibition above about 8.5%, passing the limit was not always enough; inconclusive = no clear call, values can overlap the other calls
Mtb UGM inh: Mtb UDP-galactopyranose mutase inhibition. P9WIQ1. purified UGM, fluorescence polarization probe displacement. inhibition, % at 10 µM. 320,000 tested, 0.06% active; in the data active = inhibition above about 10%, passing the limit was not always enough; inconclusive = no clear call, values can overlap the other calls
Active calls of the source: *; ? = inconclusive; . = no result given; & = joins results of further samples. Cut-off read from the data, not from the text of the source, unless noted: active = inhibition above about 30%; inactive = the rest.

Each structure is followed by: CCHF vOTU inh	MazF activator	DUSP3 inh	FBA Mtb inh	Mtb UGM inh	GDH-TPI counter	Mtb BioA inh	FadD28 binding	Rv3671c protease	BoNT-F LC inh
(1) CC(C)CC1C(=O)N(Cc2cn(Cc3ccco3)nn2)CCS(=O)(=O)N1Cc1ccc(-c2ccccc2)cc1 (stereo not drawn)
→ 16	2	.	-6	.	1	-2.7	-9.4	.	2
(2) COc1ccccc1N(CC(=O)NCCSCc1ccccc1)S(C)(=O)=O
→ -3	3	.	3	-0.4	-7	-2.1	1.8	1	0
(3) CCc1ccccc1Nc1ncnc2ccccc12
→ -11	-10	-2	3	-0.5	8	0.3	0.2	0	3
(4) N#Cc1c(N)nc2c(c1-c1cccs1)CCCC2
→ 12	8	13	4	2.4	8	3.5	-3.4	-1	-8
(5) CC(C)c1ccc(CNCc2ccccc2)cc1
→ -9	4	21	-1	-1.3	12	.	-1.2	-7	-9
(6) Cc1ccccc1C(=O)NCCn1cc(SCC(=O)NCC2CCCO2)c2ccccc21 (stereo not drawn)
→ -8	6	4	0	-2.8	-4	-1.2	-0.4	6	3
(7) Cn1nc(-c2ccccc2)c(CO)c1Oc1ccc(F)cc1
→ -15	2	-2	1	0.2	4	.	1.2	-6	-4
(8) Cc1cc(C)nc(-n2nc(C)c(C3(O)C(=O)Nc4ccccc43)c2N)n1 (stereo not drawn)
→ -9	3	23	-1	7.0	0	0.3	-1.9	1	-5
(9) CCOC(=O)c1c(N)sc(C(=O)OC)c1C
→ -12	1	27	1	2.6	-1	.	-0.7	-9	-4
(10) COc1ccc(CCNC(=O)C2CC(c3c(Cl)cccc3Cl)=NO2)cc1 (stereo not drawn)
→ 1	2	13	0	1.2	6	-0.3	-2.6	1	3
(11) COc1cccc(CN2CCN(c3ncccn3)CC2)c1OC
→ -13	-4	-6	-2	-2.8	11	-0.4	2.9	-4	?
(12) CN(C)c1ccc(NC(=O)c2ccc(Cn3cc([N+](=O)[O-])cn3)cc2)cc1
→ -10	13	14	3	2.2	5	-1.5	-0.1	1	-32
(13) CCCCN(CCCC)S(=O)(=O)c1ccc(NC(=O)c2ccc([N+](=O)[O-])cc2Cl)cc1
→ 30*	-2	-1	1	1.3	-3	.	-4.8	-77	-1
(14) CCOC(=O)CN1C(=O)C(O)(CC(=O)c2ccccn2)c2ccccc21 (stereo not drawn)
→ -3	2	21	2	-2.3	2	-0.4	0.3	-7	-3
(15) O=c1[nH]nnc2sc3c(c12)CCCC3
→ 9	0	-1	1	0.0	12	-0.5	-5.7	9	-3
(16) COc1ccc(C2CC(c3cccs3)=NN2C(=O)CSc2nnnn2C)cc1OC (stereo not drawn)
→ -2	-6	9	-5	-0.8	6	.	-2.1	1	0
(17) CCN1C(=O)[C@H]2[C@@H](c3ccc(C)cc3)N3C(=O)N(c4cccc(Cl)c4)C(=O)[C@@]3(C)[C@H]2C1=O
→ 5	-5	.	1	1.2	-3	-0.6	-2.1	3	-11
(18) COCC(C)NC(=S)N1CCN(c2ccccc2Cl)CC1 (stereo not drawn)
→ -12	-2	20	0	0.4	1	.	-1.8	-8	-8
(19) CCC(c1nnc(SCC(=O)NCCc2ccc(OC)c(OC)c2)n1Cc1ccccc1)N(C)C (stereo not drawn)
→ 1	1	17	-3	3.1	1	.	-1.4	-7	2
(20) COc1cc(Nc2ccc(C)cc2)c([N+](=O)[O-])nc1[N+](=O)[O-]
→ -5	6	3	0	1.5	-1	0.2	1.4	2	-6

Limited to FadD28 binding and Rv3671c protease (4 entries from above):
no.	compound	FadD28 binding	Rv3671c protease
17	CCN1C(=O)[C@H]2[C@@H](c3ccc(C)cc3)N3C(=O)N(c4cccc(Cl)c4)C(=O)[C@@]3(C)[C@H]2C1=O	-2.1	3
18	COCC(C)NC(=S)N1CCN(c2ccccc2Cl)CC1 (stereo not drawn)	-1.8	-8
19	CCC(c1nnc(SCC(=O)NCCc2ccc(OC)c(OC)c2)n1Cc1ccccc1)N(C)C (stereo not drawn)	-1.4	-7
20	COc1cc(Nc2ccc(C)cc2)c([N+](=O)[O-])nc1[N+](=O)[O-]	1.4	2

The results go on:
Each structure is followed by: CCHF vOTU inh	MazF activator	DUSP3 inh	FBA Mtb inh	Mtb UGM inh	GDH-TPI counter	Mtb BioA inh	FadD28 binding	Rv3671c protease	BoNT-F LC inh
(21) O=C(CCS(=O)(=O)c1ccccc1)Nc1nc(-c2ccc(F)cc2)cs1
→ 12	-13	-13	6	1.9	34*	.	-2.3	5	-5
(22) Cc1cnn(-c2nc(-c3cccs3)cc(C(F)(F)F)n2)c1
→ 13	7	-14	4	4.3	24	-0.3	0.2	-18	0
(23) O=C(O)[C@@H]1CC(O)CN1C(=O)CCc1c[nH]c2ccccc12 (stereo partly drawn)
→ 15	2	2	3	-2.0	11	-1.6	-0.6	.	-17
(24) CC(C)CN1CCN(Cc2ccc(C(F)(F)F)cc2)CC1CCO (stereo not drawn)
→ 1	-2	4	5	-2.6	4	3.3	-1.6	6	1
(25) CC1(C)CC(=O)C(N=Nc2ccc(C(F)(F)F)cc2[N+](=O)[O-])=C(O)C1
→ 7	4	22	-3	-1.6	8	-1.2	-1.2	5	.
(26) CC(Oc1cc2oc(=O)c3c(c2cc1Cl)CCC3)C(=O)NCCCn1ccnc1 (stereo not drawn)
→ -3	-16	28	10	2.1	20	21	-0.8	-4	-2
(27) COc1ccc(C2c3[nH]c4ccccc4c3CCN2C(=O)c2ccccc2C(C)=O)c(F)c1 (stereo not drawn)
→ 4	0	0	0	-0.4	-2	-0.6	0.3	2	-29
(28) CCN1CCN(Cc2ccc(NC(=O)c3cc(NC(=O)c4ccc5n[nH]nc5c4)cc(OC)c3)cc2C(F)(F)F)CC1
→ -6	2	23	0	-2.4	2	2.5	-31	-32	-34
(29) Cc1ccc(O)c(CNc2nc3ccccc3[nH]2)c1
→ -6	4	-3	3	.	-17	1.8	-11	.	-1
(30) O=C(O)c1cc(-c2ccccc2)n(-c2ccc(F)cc2)n1
→ 6	5	22	5	1.4	0	-0.9	-0.8	-2	-28
(31) Cc1ccc(Nc2nc(NCc3ccccc3)nc3ccsc23)c(C)c1
→ -1	.	.	3	.	15	0.3	-1.1	.	-16
(32) CCOc1ccccc1CNc1nnnn1C
→ 11	-20	-13	-5	-1.5	-6	-0.4	-2.7	0	?
(33) CC(C)c1ccc(S(=O)(=O)Nc2ccc(-n3cnnn3)cc2)cc1
→ 13	-3	.	2	.	4	-0.3	-0.8	.	1
(34) O=C(c1ccco1)N1N=C(c2cccs2)CC1c1ccccc1O (stereo not drawn)
→ 18	-5	28	-1	-2.8	26	22	-1.5	2	1
(35) Cc1onc(-c2ccccc2)c1C(=O)NCCN1CCOCC1
→ -8	-1	0	1	0.4	-5	-1.4	-3.5	0	-6
(36) CC(=O)Nc1ccc(OC(F)(F)C(F)F)c(NC(C)=O)c1
→ -15	0	23	-3	-1.3	10	-0.5	?	-1	-7
(37) NS(=O)(=O)c1ccc(CCNC(=O)Nc2ccc(Cl)cc2)cc1
→ -7	-1	27	-4	2.6	16	-6.7	-3.8	-2	-10
(38) CNS(=O)(=O)c1cccc(C(=O)OCC(=O)NCCCc2ccccc2)c1
→ 9	3	24	1	1.3	-5	-0.7	-1.7	-5	?
(39) OCCN1CCN(CC(O)COC(c2ccc(F)cc2)c2ccc(F)cc2)CC1 (stereo not drawn)
→ -3	1	16	1	-0.1	-12	1.4	0.8	4	13
(40) Cc1cnc(C(=O)Nc2nnc(SCc3c(Cl)cccc3Cl)s2)cn1
→ 7	-5	2	3	1.7	16	.	-0.1	-16	-4
(41) CCOC(=O)c1sc(NC(=O)CCc2ccc(OC)cc2)nc1C
→ -4	-30	25	-1	-1.0	5	-3.2	0.5	1	5
(42) O=C(COc1ccc(S(=O)(=O)N2CCOCC2)cc1Cl)NCC1CCCO1 (stereo not drawn)
→ -8	3	-1	-3	2.3	-3	-1.0	0.1	-5	25
(43) Cc1ccc(S(=O)(=O)N2CCC(C(N)=O)CC2)cc1[N+](=O)[O-]
→ -12	7	8	0	4.9	9	-2.9	-2.3	-3	1
(44) C[C@H](CO)N1C[C@H](C)[C@H](CN(C)S(=O)(=O)c2ccc(F)cc2)Oc2ncc(Br)cc2C1=O
→ -2	-18	.	0	.	-6	1.3&1.5&3.7	-3.2	.	-5
(45) CCOCc1nnc(NC(=O)c2cc(OC)cc(OC)c2)s1
→ 0	2	18	-2	0.4	-2	.	-4.4	2	-2
(46) Cn1c(/C=C/c2ccc(Br)cc2)c([N+](=O)[O-])c(=O)n(C)c1=O
→ -14	4	27	3	1.2	-1	2.6	3.3	4	-12
(47) CCOC(=O)C1CCCN(CC(=O)NC2CC2)C1 (stereo not drawn)
→ 2	10	49	-1	2.4	6	-0.5	-2.5	2	2
(48) CC1CCC(NC(=O)CCN2C(=O)C3C4C=CC(C4)C3C2=O)CC1 (stereo not drawn)
→ -4	7	13	-1	-0.9	10	-3.2	-0.3	-2	3
(49) O=C(CSc1ncccn1)NCc1cccc(Cl)c1
→ -16	-5	15	-7	-1.0	3	.	-3.6	1	2
(50) Cc1nc2c(C#N)cnn2c2c1CCN2CC1CCCO1 (stereo not drawn)
→ -26	-3	9	21	-3.7	20	0.9	-2.4	1	-9

Part of the list above in another layout:
43) Cc1ccc(S(=O)(=O)N2CCC(C(N)=O)CC2)cc1[N+](=O)[O-]
  CCHF vOTU inh = -12 | MazF activator = 7 | DUSP3 inh = 8 | FBA Mtb inh = 0 | Mtb UGM inh = 4.9 | GDH-TPI counter = 9 | Mtb BioA inh = -2.9 | FadD28 binding = -2.3 | Rv3671c protease = -3 | BoNT-F LC inh = 1
44) C[C@H](CO)N1C[C@H](C)[C@H](CN(C)S(=O)(=O)c2ccc(F)cc2)Oc2ncc(Br)cc2C1=O
  CCHF vOTU inh = -2 | MazF activator = -18 | DUSP3 inh = . | FBA Mtb inh = 0 | Mtb UGM inh = . | GDH-TPI counter = -6 | Mtb BioA inh = 1.3&1.5&3.7 | FadD28 binding = -3.2 | Rv3671c protease = . | BoNT-F LC inh = -5

Carrying on.
Each structure is followed by: CCHF vOTU inh	MazF activator	DUSP3 inh	FBA Mtb inh	Mtb UGM inh	GDH-TPI counter	Mtb BioA inh	FadD28 binding	Rv3671c protease	BoNT-F LC inh
(51) CCN(CC)C(=O)C1=C(C)N(Cc2ccc(OC)cc2)C(=O)C(CC(=O)NCc2ccco2)C1 (stereo not drawn)
→ 3	-1	.	-2	.	-2	-1.4	-3.8	.	-3
(52) CCC(c1nnnn1Cc1ccccc1)N1CCC2(CC1)C(=O)NCN2c1ccccc1 (stereo not drawn)
→ 14	.	.	-1	.	.	-3.8	1.1	.	2
(53) COc1ccc(CCNC(=O)CSc2ccc(-c3ccco3)nn2)cc1
→ -5	2	-2	-1	0.4	5	.	0.5	3	-2
(54) COCCn1c(SCC(=O)c2c(-c3ccccc3)n(C)c3ccccc23)nnc1-c1ccncc1
→ -10	-4	6	3	4.5	12	1.2	-1.7	-8	0
(55) NC(=O)c1ccc(NC(=O)COc2cccc3ccccc23)cc1
→ 12	-21	-5	-1	3.0	-3	-0.9	-0.9	-3	-16
(56) O=C(NC(=S)Nc1ccc(S(=O)(=O)Nc2nccs2)cc1)c1cccnc1
→ -9	10	11	-1	-0.4	3	.	-2.4	-8	-13
(57) COCCCN1C(=O)c2[nH]nc(-c3cc(C)cc(C)c3O)c2C1c1ccc(O)c(OC)c1 (stereo not drawn)
→ -4	7	4	0	0.9	16	3.4	-1.1	3	?

Screening data: PubChem, several laboratories

Rows were taken by chance; any-hit rate near 4.9%.
